High-throughput results deposited in PubChem BioAssay by several laboratories.
FXN GAA850 act = FXN promoter activators, primary screen, cell-based, luciferase luminescence, HEK293 lucGAA850; AID 540364, 2011; HEK293 lucGAA850 FXN promoter luciferase reporter, 24 h; percent of 10 µM SAHA response; 0.56% of 360,000 active; activation, % at 6 µM;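 active = activation above the average of all compounds screened plus 3 SD, cutoff fixed separately per campaign, cut at about 7.5% in these data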;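 note: 0% = DMSO wells and 100% = 10 µM SAHA wells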
DAX1 inh-1 = DAX1 (NR0B1) inhibitors on StAR promoter, primary screen, cell-based, luminescence, SF-1 (NR5A1), full-length DAX-1. HEK293T StAR-luciferase reporter, SF-1/DAX-1 repression relief. inhibition, % at 6.8 µM. 1.1% of 370,000 active. AID 652010, 2013;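 active = inhibition above the mean over all tested compounds plus 3 SD, cut at about 3.6% in these data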;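 note: 0% = DAX-1 cells with DMSO and 100% = cells lacking DAX-1 with DMSO; higher inhibition means more luminescence from relief of DAX-1 repression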
DAX1 inh-2 = DAX1 (NR0B1) inhibitors, primary screen, cell-based, HEK293, Gal4-DAX1, luciferase luminescence; Nuclear receptor subfamily 0 group B member 1 (Homo sapiens), P51843; HEK293 Gal4-DAX1 luciferase reporter; inhibition, % at 6.75 µM; 0.99% of 340,000 active; AID 504766, 2011;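 active = inhibition above the mean over all tested compounds plus 3 SD, cut at about 4.2% in these data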;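 note: 0% = DAX1-transfected cells with DMSO and 100% = empty-vector control cells with DMSO; inhibition shows as a rise in luminescence from relieved DAX1 repression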
hcDAF12 agonist = H. contortus DAF-12 nuclear receptor activators, primary screen, cell-based, luminescence, HEK293, lit1-tk-luc reporter | HEK293 hcDAF-12 lit1-tk-luc reporter; 0% DMSO, 100% Δ7-dafachronic acid | activation, % at 6.8 µM | 1.4% of 370,000 active;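 active = activation above the mean of all tested compounds plus 3 SD, cut at about 5.5% in these data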;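 note: 100% = response to 3 µM Δ7-dafachronic acid high control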
SMARCA2 activ = SMARCA2 (BRM) function activators, primary screen, cell-based, luminescence, high throughput; MG213 cells, MMTV-luciferase reporter, dexamethasone, overnight; activation, % at 9.1 µM; 1% of 370,000 active; AID 652017, 2013; in the data active = activation above about 7.8%;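 note: 0% = vehicle wells and 100% = reference activator wells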
HGIII-sPLA2 inh = human group III sPLA2 inhibitors, primary screen, biochemical, QFRET, BODIPY PC-A2 liposome substrate; inhibition, % at 12.2 µM; Group 3 secretory phospholipase A2 (Homo sapiens), Q9NZ20; QFRET BODIPY PC-A2 liposome hydrolysis, fluorescence; 0.56% of 370,000 active;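 active = inhibition above mean plus 3 SD of compounds lying within the high and low control bounds, cut at about 19% in these data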;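 note: 0% = median of test compound wells and 100% = no enzyme DMSO wells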
ssDAF12 agonist = S. stercoralis DAF-12 nuclear receptor activators, primary screen, cell-based, luminescence, HEK293, GRIP1 co-expression, lit1-tk-luc; 1% of 370,000 active; activation, % at 6.8 µM; Nuclear hormone receptor DAF-12 (Strongyloides stercoralis); AID 652126, 2013; HEK293 ssDAF-12/GRIP1 lit1-tk-luc reporter; % of 3 µM dafachronic acid response;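 active = activation above the mean over all tested compounds plus 3 SD, cut at about 0.9% in these data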;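 note: 0% = DMSO-only wells and 100% = 3 µM delta7-dafachronic acid wells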
proKLK7 act = proKLK7 zymogen activators, primary screen, biochemical, fluorescence intensity; activation, % at 7 µM; AID 652039, 2013; Kallikrein-7 (Homo sapiens), P49862; 0.9% of 370,000 active; purified proKLK7, EDANS-DABCYL substrate fluorescence; 100% is mature enzyme control, 0% vehicle;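 active = activation above the mean of all tested compounds plus 3 SD, computed per campaign excluding outliers beyond control limits, cut at about 13% in these data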
Target sequence (P49862 whole entry, looked up): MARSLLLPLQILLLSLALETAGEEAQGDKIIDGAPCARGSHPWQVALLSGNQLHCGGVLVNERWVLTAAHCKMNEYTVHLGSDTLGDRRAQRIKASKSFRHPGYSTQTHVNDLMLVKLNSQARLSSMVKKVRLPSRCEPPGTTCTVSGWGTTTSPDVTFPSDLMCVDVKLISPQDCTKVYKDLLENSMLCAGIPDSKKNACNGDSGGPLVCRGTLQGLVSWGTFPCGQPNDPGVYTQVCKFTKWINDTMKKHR
GC-B act = human GC-B receptor activators, primary screen, HEK293 GC-B cells, cGMP TR-FRET, EC30 CNP; Atrial natriuretic peptide receptor 2 (Homo sapiens), P20594; 0% at EC30 CNP, 100% saturating CNP; activation, % at 10 µM; 0.11% of 370,000 active;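 active = activation at 10 µM reaching about 35% in either raw or pattern-adjusted values, limit read from the data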
NPR1 activator = GC-A stimulated cGMP production enhancers – HEK293 GC-A cells, cGMP TR-FRET, EC30 ANP, primary screen. activation, % at 10 µM. Atrial natriuretic peptide receptor 1 (Homo sapiens), P16066. AID 1671463, 2021. 0% at EC30 ANP, 100% saturating ANP. 0.14% of 370,000 active; in the data active = activation above about 40%
hgDAF-12 ag = H. glycines DAF-12 receptor agonists, primary screen, cell-based, luminescence, HEK293, GAL4 fusion, UAS-luciferase; 1.8% of 370,000 active; HEK293 GAL4-hgDAF12 UAS-luciferase reporter, agonist luminescence; normalized to butyrate control; AID 687014, 2013; activation, % at 6.8 µM; Nuclear hormone receptor DAF-12 (Heterodera glycines), GAL4 fusion;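 active = activation above a cutoff set at the mean of all screened compounds plus 3 SD, cut at about 10% in these data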;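 note: 0% = DMSO wells and 100% = sodium butyrate wells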
The depositor's hits bear a star; & = joins results of further samples. An excerpt. The share of hits here may be higher or lower than overall.

SMILES	FXN GAA850 act	DAX1 inh-1	DAX1 inh-2	hcDAF12 agonist	SMARCA2 activ	HGIII-sPLA2 inh	ssDAF12 agonist	proKLK7 act	GC-B act	NPR1 activator	hgDAF-12 ag
CC[C@@H]1C(=O)OC[C@@H]1Cc1cncn1C	0.8&0.8	-0.4&0.6	-0.1&-0.5	-1.5&-0.5	2&-5	0&2	-1.3&-0.9	-1.1&0.3	2&2	4&3	-0.5&0.5
